# EPAC1 agonist: activates human EPAC1 exchange factor | EPAC1 agonist qHTS, biochemical assay; response scale: 100% = response to 6.5 mM cAMP | AID 720707 | Potency, µM (titrated, usually from 154 µM), without a hit: top-dose activation, usual class: activators | 0.073% of 360,000 active | O95398; also: nearly all actives have a fitted effect of over 60% in size
#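 Nucleotide exchange by EPAC1 (100 nM) on Rap1B–BODIPY-GDP (250 nM) in the presence of 50 uM GDP is tracked fluorescently at 480/540 nm over 30 min. Signals are normalized to a 6.5 mM cAMP control.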
# aSyn yeast inh: alpha-synuclein toxicity inhibition in yeast; Yeast expressing alpha-synuclein, growth rescue, BacTiter-Glo, 24 h; Potency, µM (highest dose often 46.1 µM), for inactives: top-dose growth rescue (activation), hits mostly activators; 0.14% of 370,000 active; also: % of control where 0% means no effect; nearly all actives have a fitted effect of over 65% in size
#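 Galactose-induced alpha-syn yeast (OD600=0.02, raffinose-pregrown) + pinned cpd, 24 hr, 30 deg C; growth by BacTiter-Glo luminescence. Growth restoration scores as activation.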
# FUS yeast rescue: suppressors of FUS proteinopathy in yeast. S. cerevisiae FUS-expressing, growth rescue, OD600, 24 h. Potency, µM (doses to about 76.6 µM), without a hit: at the top dose growth rescue (activation), most hits filed as activators. 0.24% of 390,000 active. AID 1347120;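 also: plate controls were DMSO vehicle for no effect and reference control for full effect; nearly all actives have a fitted effect of over 55% in size; some results filed as inactive show a strong effect at the top dose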
#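 S. cerevisiae expressing FUS from galactose induction served as the toxicity model. Growth after 24hr at 30C, read as absorbance at 600 nm, indicates suppression of toxicity; compounds dosed at several concentrations.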
# EPAC2 antag: blocks human EPAC2 exchange factor | Q8WZA2 | EPAC2 GEF exchange of Rap1B-BODIPY-GDP, fluorescence | Potency, µM (highest dose often 114 µM), for the others: at the highest dose activity, negative = inhibition, most hits filed as inhibitors | 0.18% of 360,000 active | AID 720708; also: % is scaled to controls: 0 for no effect and ±100 for the full control effect; nearly all actives have a fitted effect of over 45% in size; many of its hits are not listed in these tables
# PTHR1 ag: activates the human parathyroid hormone receptor PTHR1; 0.075% of 410,000 active; Q03431; Potency, µM (titrated, usually from 115 µM), without a hit: top-dose activation, most hits filed as activators; HEK293 GP2 PTHR1 cells, GloSensor cAMP luminescence, 1 h; also: nearly all actives have a fitted effect of over 55% in size; some results filed as inactive show a strong effect at the top dose; inactives centre near -15; many of its hits are not listed in these tables
# Target sequence (Q03431 whole entry, looked up): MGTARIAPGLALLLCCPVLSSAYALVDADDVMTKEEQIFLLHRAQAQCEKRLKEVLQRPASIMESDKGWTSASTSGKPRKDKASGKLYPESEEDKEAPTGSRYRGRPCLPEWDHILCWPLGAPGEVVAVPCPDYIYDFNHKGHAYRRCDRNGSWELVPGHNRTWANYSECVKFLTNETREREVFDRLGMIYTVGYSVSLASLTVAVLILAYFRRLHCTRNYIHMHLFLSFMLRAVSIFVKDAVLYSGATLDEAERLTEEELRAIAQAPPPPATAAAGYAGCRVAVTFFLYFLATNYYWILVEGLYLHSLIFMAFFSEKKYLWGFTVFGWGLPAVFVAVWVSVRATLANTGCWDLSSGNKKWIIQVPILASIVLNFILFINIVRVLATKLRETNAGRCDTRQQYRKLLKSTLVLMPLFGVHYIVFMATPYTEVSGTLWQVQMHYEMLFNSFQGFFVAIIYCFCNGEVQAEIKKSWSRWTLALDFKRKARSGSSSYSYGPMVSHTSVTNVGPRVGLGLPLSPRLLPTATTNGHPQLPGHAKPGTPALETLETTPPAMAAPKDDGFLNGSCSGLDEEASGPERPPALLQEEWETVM
#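 HEK-293-derived GP2 cells expressing PTHR1 and a GloSensor cAMP reporter, 3,000/well, plated overnight, given luciferin plus IBMX (each 0.5 mM as added) for 1 h at 37 °C, then compound for 1 h at 37 °C. Luminescence was read after 15 min at room temperature.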
# EPAC2 ag: EPAC2 (human) agonism | Q8WZA2 | Potency, µM (doses to about 154 µM), for inactives: at the top dose activation, usual class: activators | EPAC2 activation, biochemical qHTS; response scale: 100% = 6.5 mM cAMP response | 0.079% of 360,000 active; also: nearly all actives have a fitted effect of over 50% in size
#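 Compounds were titrated in qHTS against a Rap1B-BODIPY-GDP (250 nM) complex with EPAC2 (100 nM) and GDP (50 uM). BODIPY-GDP release tracked at 480/540 nm over 30 min at room temperature, normalized to 6.5 mM cAMP.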
# TDP-43 yeast inh: TDP-43 toxicity inhibition in yeast | Potency, µM (series often up to 46.1 µM), for the others: at the highest dose growth rescue (activation), actives largely listed as activators | TDP-43 expressing yeast growth rescue, BacTiter-Glo, 24 h | AID 652104 | 1.8% of 410,000 active; also: % of control where 0% means no effect; nearly all actives have a fitted effect of over 50% in size
#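 Galactose-induced TDP-43 yeast, OD600=0.02, compound pinned; 24 hr, 30 deg C; BacTiter-Glo luminescence for growth. Inhibitors of TDP-43 toxicity read as activators.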
# EPAC1 antagonist: antagonists of human EPAC1; 0.14% of 360,000 active; EPAC1 GEF assay, Rap1b-BODIPY-GDP exchange fluorescence; Potency, µM (doses to about 115 µM), inactives show at the highest dose activity change, negative = inhibition, hits mostly inhibitors; AID 720709; O95398;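 also: plate controls were vehicle for no effect and positive control for full effect; nearly all actives have a fitted effect of over 50% in size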
# The depositor's hits bear a star; i = inactive; ? = inconclusive; / = no result given; & = joins results of further samples; [ ] = remark or other dose. Calls follow the shape of the dose curve; as a rule, active = well fitted curve in the direction sought with a large enough effect; inconclusive = small, poorly fitted or top-dose-only effect, or another doubt; inactive = no such curve, though single readings can be large; an effect the other way counts as inactive or inconclusive. Potency is read from the fitted curve at half-maximal effect.
Compound,EPAC1 agonist,aSyn yeast inh,FUS yeast rescue,EPAC2 antag,PTHR1 ag,EPAC2 ag,TDP-43 yeast inh,EPAC1 antagonist
CS(=O)(=O)N(CCc1ccccc1)CC(=O)N1CCN(c2ccccc2F)CC1,2%,0%,15%,-6%,-29%,-2%,4%,-4%
O=S(=O)(Nc1cc(Cl)ccc1N1CCCCC1)c1cccs1,25%,-1%,20%,-19%,0%,15%,26%,-2%
Cc1cc(C)c2c(=O)[nH]c(SCc3ccc([N+](=O)[O-])cc3)nc2n1,7%,-5%,/,-4%,-6%,-6%,15%,1%
COc1ccc(OC)c(CNS(=O)(=O)c2cc(-c3cc(C)no3)ccc2OC)c1,-8%,8%,13%,-5%,-1%,3%,6%,5%
O=C(Nc1ccn(Cc2ccccc2F)n1)c1ccc(COc2cccc(Br)c2)cc1,22%,21%,-2%,-15%,i,-3%,1%,-25%
CCn1cc([N+](=O)[O-])c(C(=O)N2N=C(c3ccccc3)CC2c2ccc([N+](=O)[O-])cc2)n1 (centres undefined),-12%,-2%,/,-5%,-42%,4%,6%,-29%
Nc1ccc(NC(=O)NC2CCCCC2)cc1[N+](=O)[O-],-8%,0%,18%,2%,i,-2%,/,-3%
CC1CCCC(C)N1CC(O)COc1ccc(Cl)cc1 (centres undefined),1%,1%,21%,-1%,-2%[57.5 µM],-6%,-21%,17%
COCC1CCN(C(=O)C2CCC(=O)N(Cc3cccc(C(F)(F)F)c3)C2)CC1 (centres undefined),-4%,0%,5%,6%,-8%,3%,5%,13%
CCC(=O)N1CCN(c2ccc(NC(=S)NC(=O)COc3ccccc3)cc2)CC1,-1%,3%,-6%,-1%,-48%[inhibitor],3%,15%,-4%
O=C(COC(=O)C1CC(=O)N(c2ccc3c(c2)OCCO3)C1)NC1CCCc2ccccc21 (centres undefined),-3%,-1%,16%,-1%,i,7%,-9%,-10%
CCn1cc(/C=C/C(=O)c2ccc(O)cc2)c(C)n1,9%,-14%,-10%,0%,-28%,4%,-16%,-6%
COc1ccc(/C=C2\CCc3c2nc2ccccc2c3C(=O)O)cc1OC,-8%,-1%,2%,-11%,-19%,-1%,-6%,-3%
COC(=O)c1ccc(-c2noc(CN(Cc3ccncc3)CC3CCCO3)n2)cc1 (centres undefined),-1%,2%,17%,11%,-7%,25%,18%[9.22 µM],-26%
CCc1nn(CC(=O)NCCc2ccc(S(N)(=O)=O)cc2)c(=O)c2cc3sccc3n12,2%,-5%,-6%,-1%,-23%,6%,-21%,-21%
COc1ccc2c(c1)-c1nc(N)sc1CC2,-9%,-24%,-3%,-2%,i,0%,?,1%
COc1ccccc1NC(=O)CSc1nnc(C)n1Cc1ccccc1,2%,-1%,-8%,6%,-16%[57.5 µM],3%,-7%,3%
Cc1cccc(CC2CC(=O)N(c3ccc(C)cc3Br)C2=O)c1 (centres undefined),0%,13%,19%,-11%,-9%,23%,17%,-2%
Cc1ccc(C)c(N2N=C(C(=O)Nc3ccc(N4CCOCC4)cc3)CCC2=O)c1,12%,0%,23%,-16%,i,2%,-2%,0%
CN1CCN(c2ccc(NC(=O)COc3ccc(Cl)cc3Cl)cc2)CC1,1%,-1%,21%,21%,-6%[57.5 µM],-4%,16%,15%

# Random excerpt: 2 compounds from above, in no set order.
Compound,EPAC1 agonist,aSyn yeast inh,FUS yeast rescue,EPAC2 antag,PTHR1 ag,EPAC2 ag,TDP-43 yeast inh,EPAC1 antagonist
COc1ccc(/C=C2\CCc3c2nc2ccccc2c3C(=O)O)cc1OC,-8%,-1%,2%,-11%,-19%,-1%,-6%,-3%
Cc1cc(C)c2c(=O)[nH]c(SCc3ccc([N+](=O)[O-])cc3)nc2n1,7%,-5%,/,-4%,-6%,-6%,15%,1%

# The list continues.
Compound,EPAC1 agonist,aSyn yeast inh,FUS yeast rescue,EPAC2 antag,PTHR1 ag,EPAC2 ag,TDP-43 yeast inh,EPAC1 antagonist
c1ccc(CNc2ncnc3[nH]ncc23)cc1,5%,-1%&-6%,-6%&-25%,19%,-11%&-67%,13%,-8%&2%,-3%
CC(C)(C)NC(=O)C(c1ccc(O)cc1)N(C(=O)CCC(=O)Nc1nccs1)c1ccc(F)cc1 (centres undefined),-2%,1%,-4%,-3%,i,0%,0%,-5%
COc1cc(OC)c(NC(=O)c2cncn2-c2ccc(F)cc2)cc1Cl,3%,-2%,22%,12%,-15%,13%,-11%,14%
Cc1ccc(C(=O)N/N=C\c2ccccc2[N+](=O)[O-])cn1,7%,13%,-5%,2%,i,3%,23%,14%
COc1cc(-c2nc3cnccc3n2C)cc(OC)c1OC,-4%,0%,-11%,1%,-3%[57.5 µM],-56%[inhibitor],-2%,0%
O=C(/C=C/Nc1ccc(F)cc1)c1ccco1,9%,19%,21%,-6%,-9%[57.5 µM],14%,-31%[inhibitor],-27%
Cc1ccc(NC(=O)CN2C(=O)NC(C)(c3ccc(Cl)cc3)C2=O)cc1S(=O)(=O)N1CCOCC1 (centres undefined),6%,-10%,34%,3%,-35%[inhibitor],7%,-7%,-11%
CC(=O)N1CCN(S(=O)(=O)c2ccc3c(c2)OCCO3)CC1,12%,-5%,-20%,-9%,8%,7%,-3%,14%
COc1cc(C2=NOC(C(=O)NCc3ccco3)C2)cc(OC)c1OC (centres undefined),5%,3%,22%,6%,i,6%,-17%,6%
O=C(CSc1ncnc2c1cnn2CCc1ccccc1)Nc1cccc(C(F)(F)F)c1,-8%,-8%,-4%,-6%,-20%[57.5 µM],13%,-9%,-9%
O=C(NCc1ccccc1)[C@@H]1CCCN1C(=O)[C@@H]1CCCN1C(=O)c1ccc(Cl)cc1Cl,6%,8%,19%,8%,i,9%,16%,6%
CC(C)CCc1c(O)nc(SCC(C)C)[nH]c1=O,8%,1%,-7%,0%,i,0%,20%[9.22 µM],-28%
COc1ccc(OC)c(-c2cc(C(=O)N3CCc4ccccc4C3)no2)c1,3%,22%,32%,-1%,i,21%,9%,-14%
O=C1C(=C(I)I)c2ccccc2-c2ccccc21,11%,-76%[inhibitor],/,?,i,?,-62%[inhibitor],25µM*
CCOC(=O)c1ccc(N/C(=N/S(=O)(=O)c2ccccc2)c2ccccc2)cc1,1%,-8%,/,-15%,-21%,18%,?,-6%
CN(CCOc1ccc(Cl)cc1)C(=O)c1cccc(S(=O)(=O)N2CCN(Cc3ccccc3)CC2)c1,-1%,-2%,24%,-1%,-59%[inhibitor],10%,2%,-15%
CCc1cc[n+](CC(=O)Nc2ccc(Cl)cc2Cl)cc1,-2%,1%,6%,-2%,-21%,6%,-12%,1%
Cc1ccc(C2CC(=O)C(C=NCCN3CCN(C(=S)Nc4ccc(F)cc4)CC3)=C(O)C2)cc1 (centres undefined),-5%,20%,19%,-12%,-15%,-2%,-17%,-29%
Cc1ccc(CN(C(=O)COc2ccc([N+](=O)[O-])cc2)C2CCS(=O)(=O)C2)o1 (centres undefined),1%,1%,22%,5%,-1%,-7%,3%,-3%
O=C(CN1CCC(NC(=O)Cc2ccccc2)CC1)Nc1cccc2ccccc12,2%,-3%,2%,12%,i,-10%,-14%,10%

# Structures listed so far that contain two or more sulfur atoms:
Compound,EPAC1 agonist,aSyn yeast inh,FUS yeast rescue,EPAC2 antag,PTHR1 ag,EPAC2 ag,TDP-43 yeast inh,EPAC1 antagonist
O=S(=O)(Nc1cc(Cl)ccc1N1CCCCC1)c1cccs1,25%,-1%,20%,-19%,0%,15%,26%,-2%
CCc1nn(CC(=O)NCCc2ccc(S(N)(=O)=O)cc2)c(=O)c2cc3sccc3n12,2%,-5%,-6%,-1%,-23%,6%,-21%,-21%

# New compounds follow:
Compound,EPAC1 agonist,aSyn yeast inh,FUS yeast rescue,EPAC2 antag,PTHR1 ag,EPAC2 ag,TDP-43 yeast inh,EPAC1 antagonist
CCCCc1noc(-c2c(-c3ccccc3Cl)noc2C)n1,5%,-2%,4%,?,-16%,2%,15%[9.22 µM],-23%
CCCCn1c(N)c(NCCC(C)C)c(=O)[nH]c1=O,-22%,-15%,/,-2%,-22%,12%,10%,-1%
CC1=C(c2ccccc2)[N+](=O)C2(CCCC2)N1[O-],10%,-4%,27%,0%,i,16%,0%,-1%
CC1(C(=O)NS(=O)(=O)c2ccc(Br)cc2)CCN1C(=O)C1CCCCC1 (centres undefined),7%,10%,10%,17%,i,-3%,18%,10%
O=C(O)CCCNS(=O)(=O)c1cccs1,3%,-2%,-15%,1%,i,4%,-2%,8%
CC(Sc1nnnn1C)C(=O)Nc1ccc(N2CCOCC2)cc1 (centres undefined),-2%,2%,42%,8%,-4%,1%,-21%,-3%
C[C@@H]1CC[C@@]2(O[C@H](CCO)C[C@H](O)[C@H]2O)O1,5%,1%,-34%,-7%,-20%,8%,6%,-5%
CC(=O)C(=Nc1cccc(Cl)c1)NNc1ccccc1C,12%,1%,-11%,-25%,i,21%,?,-6%
O=C(Nc1nnc([C@@H]2C[C@H](O)[C@@H](CO)O2)s1)c1cccc(C(F)(F)F)c1,9%,3%,8%,-1%,10%,8%,22%,-17%
COc1ccccc1N1CCN(CCN2C(=O)CC3(CCCC3)CC2=O)CC1,-26%,-13%&0%&6%,-28%,20%,-12%,-4%,-2%,0%
Cc1ccc(-c2c[n+](CC(=O)Nc3ccccc3C)c3n2CCC3)cc1,5%,1%,10%,-4%,i,10%,-4%,-19%
Cc1ccc(OCC(=O)N2CCCC(CCC(=O)N(C)CCc3ccccn3)C2)cc1 (centres undefined),-7%,-8%,-17%,0%,-42%[inhibitor],0%,11%,2%

# Compound profiles (already shown). Values in the order: EPAC1 agonist, aSyn yeast inh, FUS yeast rescue, EPAC2 antag, PTHR1 ag, EPAC2 ag, TDP-43 yeast inh, EPAC1 antagonist
# Listed for CC1(C(=O)NS(=O)(=O)c2ccc(Br)cc2)CCN1C(=O)C1CCCCC1 (centres undefined) = 7%, 10%, 10%, 17%, i, -3%, 18%, 10%
# Listed for O=C(Nc1nnc([C@@H]2C[C@H](O)[C@@H](CO)O2)s1)c1cccc(C(F)(F)F)c1 = 9%, 3%, 8%, -1%, 10%, 8%, 22%, -17%

# Exported field by field: entries from further up
> CC(=O)C(=Nc1cccc(Cl)c1)NNc1ccccc1C
  EPAC1 agonist = 12%; aSyn yeast inh = 1%; FUS yeast rescue = -11%; EPAC2 antag = -25%; PTHR1 ag = i; EPAC2 ag = 21%; TDP-43 yeast inh = ?; EPAC1 antagonist = -6%

> O=C(Nc1nnc([C@@H]2C[C@H](O)[C@@H](CO)O2)s1)c1cccc(C(F)(F)F)c1
  EPAC1 agonist = 9%; aSyn yeast inh = 3%; FUS yeast rescue = 8%; EPAC2 antag = -1%; PTHR1 ag = 10%; EPAC2 ag = 8%; TDP-43 yeast inh = 22%; EPAC1 antagonist = -17%

# Compound activity (PubChem)

# Only part of the results is shown, so the mix of outcomes need not match the whole.
